CHT inh – inhibitors of human choline transporter CHT | Q9GZV3 | CHT-expressing cells, membrane potential dye, choline response; active compounds read low | B-score at 10 µM | 310,000 tested, 0.86% active | AID 488975;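 active means B-score over 3 SD under the library average, and starting fluorescence ratio not unusually high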;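 further: choline stimulus applied at its EC90 after an EC20 pre-addition; B-score computed on integrated fluorescence ratio after choline addition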
Target sequence (Q9GZV3 whole entry, looked up): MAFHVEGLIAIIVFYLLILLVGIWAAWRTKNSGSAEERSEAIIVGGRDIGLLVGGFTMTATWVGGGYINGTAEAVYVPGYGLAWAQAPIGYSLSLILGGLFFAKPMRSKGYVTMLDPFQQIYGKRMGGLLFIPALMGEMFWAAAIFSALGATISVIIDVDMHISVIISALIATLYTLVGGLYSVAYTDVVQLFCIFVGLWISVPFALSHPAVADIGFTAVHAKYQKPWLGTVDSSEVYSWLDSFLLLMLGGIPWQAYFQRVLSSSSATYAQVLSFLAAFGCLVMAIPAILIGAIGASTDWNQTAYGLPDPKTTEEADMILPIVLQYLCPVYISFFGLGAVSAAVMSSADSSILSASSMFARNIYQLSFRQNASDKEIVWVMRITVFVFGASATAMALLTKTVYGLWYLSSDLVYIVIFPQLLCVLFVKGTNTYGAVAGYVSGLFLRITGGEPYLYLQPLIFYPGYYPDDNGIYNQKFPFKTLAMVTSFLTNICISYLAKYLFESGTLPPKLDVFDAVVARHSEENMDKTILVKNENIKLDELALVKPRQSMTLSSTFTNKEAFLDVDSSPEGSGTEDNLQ
CHT allo act – human CHT allosteric activation | CHT-expressing cells, membrane potential dye, choline EC20; active compounds read high; LV-AA mutant CHT in HEK293 cells | AID 488977 | Q9GZV3 | 310,000 tested, 0.49% active | B-score at 10 µM;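 active means initial fluorescence not abnormally high and integrated response B-score, plate-corrected, over 3 SD above library mean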
* marks the source's active call; other numbers are inactive results; i = inactive. This is a subset; count on the stated rates, not on these rows.

A first look, 5 compounds:
SMILES	CHT inh	CHT allo act
CC1=NN(c2ccccc2)C(=O)/C1=C/c1c(O)[nH]c(=S)[nH]c1=O	i	i
Clc1cccc(N2CCNCC2)c1	i	i
C/C(=N/O)c1ccc2ccc3ccccc3c2c1	i	i
Cc1cc(C)c(NC2=NCCCS2)c(C)c1	i	i
Cc1nc2cc(C(=O)N3CCC4(CC3)OCCO4)ccc2n1-c1cccc(F)c1	i	i

This part in full, repeating the preview:
SMILES	CHT inh	CHT allo act
CC1=NN(c2ccccc2)C(=O)/C1=C/c1c(O)[nH]c(=S)[nH]c1=O	i	i
Clc1cccc(N2CCNCC2)c1	i	i
C/C(=N/O)c1ccc2ccc3ccccc3c2c1	i	i
Cc1cc(C)c(NC2=NCCCS2)c(C)c1	i	i
Cc1nc2cc(C(=O)N3CCC4(CC3)OCCO4)ccc2n1-c1cccc(F)c1	i	i
COc1ccc(-c2cc(C(=O)N3CCC4(CC3)OCCO4)c3ccccc3n2)cc1	i	i
O=C(O)[C@H]1C[C@@H]1[C@H](NP(=O)(c1ccccc1)c1ccccc1)c1ccccc1	i	i
CNC(=S)NC1CC2CCCC(C1)N2CC(C)C (stereo not drawn)	i	i
CN1CCN2c3ccccc3CC3(C(=O)N(C)C(=O)N(C)C3=O)C2C1 (stereo not drawn)	i	i
CCCCC(=O)N/N=C/c1c(O)n(CCCC)c(=S)[nH]c1=O	i	i
Cc1ccc(/C=C2\C(=O)NC(=O)N(Cc3ccccc3Cl)C2=O)o1	i	i
O[C@H]1C2CCC1C(N1CCCCC1)CC2 (stereo partly drawn)	i	i
COCc1cc(OC(=O)N(C)C)nc(-c2ccc(C)c(Cl)c2)n1	i	i
COc1ccc(C2SCC(=O)Nc3c2c(C)nn3C2CCOC(C)(C)C2)cc1OC (stereo not drawn)	i	i
Cc1cc(C=C2C(=O)N(C)C(=S)N(C)C2=O)c(C)n1-c1ccncc1	i	i
N#CCCn1cc(C(=O)Nc2ccccc2Br)c(-c2ccc3c(c2)OCCO3)n1	i	i
CC(C)Oc1ccc(Cc2c(O)[nH]c(=O)[nH]c2=O)cc1	i	i
CC1C(c2cccs2)=[N+]([O-])C(C)(C(=O)c2ccc(Cl)cc2)N1O (stereo not drawn)	i	i
CCCCCCn1c(O)c(C(C)=NC)c(=O)[nH]c1=O	i	i
CCOc1ccc(-c2c(C)n(-c3ccc(OCC)cc3)c3[n+]2CCCCC3)cc1	i	i
CC(=O)O[C@H]1C(=O)[C@@]2(C)C([C@H](OC(=O)c3ccccc3)[C@]3(O)C[C@H](OC(=O)[C@H](O)[C@@H](NC(=O)Cc4ccccc4)c4ccccc4)C(C)=C1C3(C)C)[C@]1(OC(C)=O)CO[C@@H]1C[C@@H]2O (stereo partly drawn)	i	i
Oc1ccc2c3c1O[C@H]1[C@@H](O)CC[C@@]4(O)[C@@H](C2)N(CC2CCC2)CC[C@]314	i	i
COc1ccc(N=Cc2c(O)n(C)c(=O)[nH]c2=O)cc1	i	i
CC(N)Cc1c[nH]c2ccc(Cl)cc12 (stereo not drawn)	i	i
N#Cc1ccc(Cn2cc(C=O)c3ccccc32)cc1	i	i

Complete entries as entered above:
CNC(=S)NC1CC2CCCC(C1)N2CC(C)C (stereo not drawn) is entered as CHT inh: i; CHT allo act: i
Cc1cc(C)c(NC2=NCCCS2)c(C)c1 is entered as CHT inh: i; CHT allo act: i
Clc1cccc(N2CCNCC2)c1 is entered as CHT inh: i; CHT allo act: i

A draw from above in order of formula weight, smallest number first.
SMILES	CHT inh	CHT allo act
C/C(=N/O)c1ccc2ccc3ccccc3c2c1	i	i
CC1C(c2cccs2)=[N+]([O-])C(C)(C(=O)c2ccc(Cl)cc2)N1O (stereo not drawn)	i	i
CC(=O)O[C@H]1C(=O)[C@@]2(C)C([C@H](OC(=O)c3ccccc3)[C@]3(O)C[C@H](OC(=O)[C@H](O)[C@@H](NC(=O)Cc4ccccc4)c4ccccc4)C(C)=C1C3(C)C)[C@]1(OC(C)=O)CO[C@@H]1C[C@@H]2O (stereo partly drawn)	i	i

The list continues.
SMILES	CHT inh	CHT allo act
CCC(=NCc1ccc2c(c1)OCO2)c1c(O)n(C)c(=O)n(C)c1=O	i	i
CCN1C[C@]2(CO)CC[C@H](OC)[C@@]34C5C[C@H]6[C@H](OC)C5[C@](O)(C[C@H]6OC)[C@@H](C(OC)C23)[C@@H]14 (stereo partly drawn)	i	i
C=CCn1c(O)c(C(CC)=Nc2ccc(NC(C)=O)cc2)c(=O)[nH]c1=O	i	i
O=C(NCCO)c1nsnc1NCCCl	i	i
CCC1(c2ccccc2)C(=O)N(COC)C(=O)N(COC)C1=O	i	i
Cc1cc(C)c(-n2c(O)c(/C=N/NC(=O)c3ccncc3)c(=O)[nH]c2=O)c(C)c1	i	i
Cn1cc(NC(=O)CCl)cn1	i	i
O=c1c2ccccc2nc(/C=C/c2ccc3c(c2)OCO3)n1-c1cccc(O)c1	i	i
Cc1ccc(C(=O)c2cc(Br)ccc2N)cc1	i	i
COC(=O)CC1NC2CCCCC2NC1=O (stereo not drawn)	i	i
Cc1nn(Cc2ccccc2)c(C)c1C=C1C(=O)NC(=S)NC1=O	i	i
CCOc1ccc([N+](=O)[O-])cc1CNCCc1ccccc1	i	i
Cc1nccc2c1[nH]c1ccc(Br)cc12	i	i
Cc1cccc(OCC(=O)N2CCN(Cc3cccnc3)CC2)c1	i	i
CCc1cc2c(s1)N(CC(=O)OC)C(=O)CN=C2c1ccccc1OC	i	i
COc1cc(OC)cc(C(=O)NC(=S)N2C[C@H]3C[C@H](C2)c2cccc(=O)n2C3)c1	i	i
O=C(CN1CC=C(c2ccccc2)CC1)Nc1c(Cl)cccc1Cl	i	i
CCCN(CCC)C1CCc2cccc(O)c2C1 (stereo not drawn)	i	i
CC(C)CNP(=S)(c1ccccc1)C(C)(C)C (stereo not drawn)	i	i
O=C1NC(=O)N(c2ccc3c(c2)OCO3)C(=O)/C1=C/c1ccsc1	i	i
COc1ccc(-n2c(O)c(C(C)=NCc3ccc4c(c3)OCO4)c(=O)[nH]c2=O)cc1	i	i
c1ccc(C(OCCN2CCNCC2)c2ccccc2)cc1	i	i
O=Cc1cn(Cc2cccc([N+](=O)[O-])c2)c2ccccc12	i	i
CCOP(=O)(OCC)C(NC(=O)c1ccc(Cl)cc1)=C(Cl)Cl	i	i
COCCCn1c(N)c(C(=O)OCCOC)c2nc3ccccc3nc21	i	i
The list continues.
SMILES	CHT inh	CHT allo act
CCCCNC(=O)Nc1ccc(C(O)(C(=O)OCC)C(F)(F)F)cc1 (stereo not drawn)	i	i
CCOC(=O)CC1=C(C(=O)OCC)C2(C(=O)Nc3ccccc32)C(C#N)=C(N)O1 (stereo not drawn)	i	i
Cc1ccc(-n2c(O)c(C=NCCN3CCNCC3)c(=O)[nH]c2=S)cc1	i	i
COc1ccc(O)c(C(C)(C)C)c1	i	i
Cc1cc(C=O)c(C)n1C1CCCCC1	i	i
CN1/C(=C\C=C2C(=O)NC(=O)NC2=O)C(C)(C)c2ccccc21	i	i
COC(=O)N(c1ccc(OC)cc1)P1(=S)OCCC(C)O1 (stereo not drawn)	i	i
Cn1cc(CCC(=O)N2CCC3(CC2)OCCO3)c2ccccc21	i	i
C[C@]12CCC3[C@@H](CC[C@@H]4C[C@H](O)CC[C@]34C)[C@@H]1CCC2=O (stereo partly drawn)	i	i
C=CCn1c(O)c(C(C)=NCCO)c(=O)[nH]c1=O	i	i
CS(=O)(=O)N1CCN(C(=N)N[N+](=O)[O-])CC1	i	i
Cc1cc(NC(=O)C(Cl)(Cl)Cl)no1	i	i
NC(=O)CN1C2CCC1CC(NC(=O)C1CC1)C2 (stereo not drawn)	i	i
O=C(Nc1ccc(Cl)cc1C(=O)c1ccccc1Cl)c1ccco1	i	i
CCOP(=O)(C#CC(C)(C)C)C(C)(O)c1ccccc1 (stereo not drawn)	i	i
Cn1c(O)c(C=NCCN2CCN(C(=O)Nc3ccccc3)CC2)c(=O)n(C)c1=O	i	i
CCOCN(C(=O)CCl)c1c(C)cccc1CC	i	i
COc1ccc(CCNC(=O)c2c(N)n(CCN3CCOCC3)c3nc4ccccc4nc23)cc1OC	i	i
CC/C(=N\NC(=O)c1ccccc1O)c1c(O)n(Cc2ccccc2)c(=O)[nH]c1=O	i	i
O=C(Nc1ccccc1F)OC1CN2CCC1CC2 (stereo not drawn)	i	i
Nc1ccc(Cl)cc1C(=O)c1ccccc1Cl	i	i
CCOC(=O)[C@@]12C(=O)C(=O)N[C@]1(c1ccccc1)C1OCCCC12 (stereo partly drawn)	i	i
O=c1[nH]c(=O)n(CCc2ccccc2)c(O)c1/C=N/N1CCOCC1	i	i
C[N+](C)(C)Cc1ccccc1	i	i
COc1ccccc1N1C(=O)NC(=O)/C(=C\c2cnn(-c3ccccc3)c2)C1=O	i	i
(list continues)
SMILES	CHT inh	CHT allo act
CNS(=O)(=O)c1ccc(N=Cc2c(O)n(-c3cccc(C)c3)c(=O)[nH]c2=O)cc1	i	i
C/C(=N\NC(=O)c1ccncc1)c1c(O)[nH]c(=O)[nH]c1=O	i	i
Cc1ccc(N(C)C(=O)Oc2ccc(C(=O)c3ccc(Cl)cc3)cc2)cc1	i	i
Cc1ccc2c(c1)C(c1ccccc1)=NCC(=O)N2C	i	i
CCOC(=O)C(O)(c1ccc(N(CC)S(=O)(=O)c2ccc(C)cc2)cc1)C(F)(F)F (stereo not drawn)	i	i
CN1[C@@H]2CC[C@H]1CC(OC1c3ccccc3CCc3ccccc31)C2 (stereo partly drawn)	i	i
CC1CN=C(Nc2ccc(F)cc2)S1 (stereo not drawn)	i	i
CC(=O)N1CC(=O)Nc2ccc(Br)cc2C1c1ccc(F)cc1 (stereo not drawn)	i	i
O=c1[nH]c(O)c(C=Nc2ccccc2Sc2ccccc2)c(=O)[nH]1	i	i
CN(C)C(=O)Oc1ccc2c(c1)O/C(=C\c1ccc(Cl)cc1)C2=O	i	i
CNC(=O)Oc1cccc(-c2cn3cc(OC(=O)NC)ccc3n2)c1	i	i
COc1ccc(CNCCc2ccc3c(c2)OCO3)cc1Br	i	i
CCN(CC)S(=O)(=O)c1cc(NC(=O)C(C)N2CC=C(c3ccccc3)CC2)ccc1C (stereo not drawn)	i	i
COc1ccc(CCNC(=O)c2c(N)n(CCN3CCOCC3)c3nc4ccccc4nc23)cc1	i	i
COc1ccccc1-n1c(/C=C/c2ccc(O)cc2)nc2ccccc2c1=O	i	i
CN1CC2([N+](=O)[O-])CC=C(Cl)C([N+](=O)[O-])(C1)C2 (stereo not drawn)	i	i
COCCNC(=O)c1c(N)n(Cc2ccco2)c2nc3ccccc3nc12	i	i
CC(C)c1ccc(NC(=O)N2C[C@H]3C[C@@H](C2)c2cccc(=O)n2C3)cc1	i	i
O=C(Cc1ccc(Cl)cc1)NCCN1CCN(C(=O)Cc2ccc(Cl)cc2)CC1	i	i
Cc1c(N=Nc2c(O)n(C)c(=O)n(C)c2=O)c(=O)n(-c2ccccc2)n1C	i	i
COC(=O)C(O)(c1ccc(NC(=O)NC2CCCCC2)cc1)C(F)(F)F (stereo not drawn)	i	i
CCN1C(=O)N(CC)C(=O)C2(Cc3ccccc3N3CCN(c4ccccc4)CC32)C1=O (stereo not drawn)	i	i
CCOC(=O)c1ccc(-[n+]2c(-c3ccccc3)cc(-c3ccccc3)cc2-c2ccccc2)cc1	i	7.66*
CCCC(C)n1[nH]c(=O)c2c1NC(=O)CSC2c1ccc(OC)cc1 (stereo not drawn)	i	i
CCN1CCN(Cc2ccc(OC(F)(F)F)cc2)CC1	i	i
Further entries follow.
SMILES	CHT inh	CHT allo act
Cc1cc(C=C2C(=O)N(C)C(=O)N(C)C2=O)c(C)n1-c1ccccc1	i	i
Cc1ccc(CCN2CC(C(=O)N3CCC4(CC3)OCCO4)CC2=O)cc1 (stereo not drawn)	i	i
COc1cc2c(cc1OC)C(c1c(O)n(CCc3ccccc3)c(=S)[nH]c1=O)NCC2 (stereo not drawn)	i	i
COc1cc2c(cc1OC)-c1c(OC)c(OC)cc3c1[C@H](C2)[N+](C)(C)CC3	i	i
COC(=O)COc1cc(C)cc2oc(=O)c3c(c12)CCCC3	i	i
Cc1ccccc1-n1c(-c2ccc([N+](=O)[O-])cc2)nc2ccccc2c1=O	i	i
O=C1N(c2cccc(Cl)c2)C(c2cccnc2)N2CCCN12 (stereo not drawn)	i	i
O=C(CN1CCOCC1)c1ccc(Br)cc1	i	i
CCCCN1C(=O)C(C2c3ccccc3C(=O)N2Cc2ccccc2)C(=O)NC1=S (stereo not drawn)	i	i
COC(=O)C(O)(c1ccc(N(C)C(=O)c2ccc(Cl)c(Cl)c2)cc1)C(F)(F)F (stereo not drawn)	i	i
CCCCN1C(=O)NC(=O)C2(Cc3c(nc4ccccn4c3=O)N3CCc4ccccc4C32)C1=O (stereo not drawn)	i	i
CC(C)c1ccc(N2C(=O)NC(=O)/C(=C\c3cnc(-c4ccccc4)nc3)C2=O)cc1	i	i
N#Cc1ccccc1Cn1cc(C(=O)C2CC2)c2ccccc21	i	i
COc1ccccc1OCCCn1cc(C(=O)C2CC2)c2ccccc21	i	i
COc1ccc(OC)c(C(c2c(O)c3ccccc3oc2=O)c2c(C)n(C)n(-c3ccccc3)c2=O)c1 (stereo not drawn)	i	i
CCCCN1C(=O)/C(=C/c2ccc(N(C)C)cc2)C(=O)N(Cc2ccco2)C1=O	i	i
O=[N+]([O-])c1cccc(CN2CCN(Cc3ccc(Cl)cc3)CC2)c1	i	i
CNCCc1ccc(OC)c(OC)c1	i	i
CC(C)CN1CCN(Cc2ccc(F)cc2Cl)CC1CCO (stereo not drawn)	i	i
Cc1cccc(CNCCc2c[nH]c3ccccc23)c1	i	i
Cc1ccc(OCC(=O)N2CCN(C3CCC(c4ccccc4)CC3)CC2)cc1 (stereo not drawn)	i	i
CN(C)C1=NC(N(C)C)=NP(N(C)C)(N(C)C)=N1	i	i
Cc1cc(C(=O)CS(=O)(=O)c2ccc(F)cc2)cc(C)c1OC(=O)N(C)C	i	i

Screening data (PubChem BioAssay)
